Source: PubChem BioAssay (several laboratories)
Dynein transport: blocks dynein driven cargo transport along microtubules; 3617.4 mouse cells, GR-EGFP nuclear translocation imaging; test concentration mostly 20 µM; stimulated with dexamethasone, 1 µM; hits give low values; z-score, hits read low; 220,000 compounds, 0.47% hits; AID 1381;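 active means plate z-score of nuclear minus cytoplasmic receptor signal below a set negative limit, without overly bright fluorescence or cell loss, cut at about -3.5 in these data, passing the limit was not always enough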;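 further: z-score of nuclear minus cytoplasmic ring GR-EGFP intensity difference per well; some compounds called inactive have numbers as strong as hits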
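medium = tetracycline-free induction medium containing charcoal-stripped FBS | probe or stimulus = dexamethasone, 1.0 µM final | timing = 48 h induction, then 1 h compound, then 30 min agonist, 37 °C | detection = automated 10x imaging of fixed Hoechst-stained cells | read-out basis = nuclear versus cytoplasmic GR-EGFP signal, averaged per well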
Yfh1-depleted yeast: enhancers of respiration in Yfh1-depleted yeast, dose response, Friedreich's ataxia, plus single-dose screen (AID 1465). 220,000 compounds, 0.074% hits. fold induction at 50 µM; hits with a dose series show EC50 in µM. S. cerevisiae Yfh1-off respiration, WST-1 reduction, 72 h; higher fold induction means a stronger effect;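 active means fold induction of absorbance versus untreated yeast above a set limit, then at least 30% activation at any dose in follow-up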;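 further: activators that raise dye reduction in frataxin-depleted yeast; strong numbers were not always called active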
b-catenin transl: modulators of beta-catenin nuclear translocation; 190,000 compounds, 0.3% hits; AID 1665; nuclear translocation activity, % at 5 µM; HeLa beta-catenin nuclear translocation, immunofluorescence imaging;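 active means nuclear translocation activity above 50% at 5 µM, with a well cell count of 50 or more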;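 further: per-cell ratio of nuclear to cytoplasmic median beta-catenin stain intensity; plate controls were DMSO negative control for no effect and GSK-3 inhibitor IX positive control for full effect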
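Signal – beta-catenin immunofluorescence imaging with DAPI · Test system – human HeLa cell line · Dosing – 5 µM primary single dose, 0.1% DMSO, 0.02–20 µM confirmation series · Measure – % activation, nuclear-to-cytoplasmic median beta-catenin signal ratio per cell · Incubation – 24 h compound exposure at 37°C, 5% CO2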
MT stabilizer: stabilizes microtubules in HeLa cells; HeLa tubulin immunostaining HCS, 24 h; share of cells brighter than vehicle mean+2SD; % tubulin-high responders, % at 10 µM; 200,000 compounds, 0.83% hits;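 active means plate Z-score above 3 for both tubulin-high and condensed-nucleus cell shares, with cell loss under 80%, at 10 µM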;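 further: anti alpha tubulin signal scored within the nucleus-defined area of each cell; some results filed as inactive read as strong as hits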
P. falciparum M17LAP: P. falciparum M17LAP inhibitors, primary screen, biochemical, fluorogenic H-Leu-NHMec substrate, 1536-well (AID 1619). one-dose inhibition, % at 30 µM; IC50 in µM for titrated hits. recombinant M17LAP, H-Leu-NHMec fluorogenic kinetic assay; higher % means a stronger effect. 220,000 compounds, 0.38% hits;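 active means compound inhibiting the enzyme by more than half at any dose during confirmatory dose-response retesting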;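 further: plate controls were full reaction with DMSO carrier for no effect and no enzyme background for full effect; strong numbers were not always called active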
Autophagy HCS: alters autophagy in cells; MEF GFP-LC3 puncta imaging; test concentration mostly 10 µM; calls only at 10 µM (by protocol); 190,000 compounds, 0.98% hits; AID 463193;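 active means percentage of spot-positive cells more than 3 SD above its plate mean, without a fluorescence outlier flag or 80% toxicity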;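 further: spot-positive cell cutoff set from DMSO-treated cells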
P. falciparum M1AAP: P. falciparum M1AAP inhibitors, biochemical, fluorogenic H-Leu-NHMec substrate, 1536-well (AID 1445). recombinant M1AAP, H-Leu-NHMec fluorogenic kinetic assay; higher % means a stronger effect. inhibition, % at 30 µM, or IC50 in µM where a hit was titrated. 220,000 compounds, 0.42% hits;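 active means primary inhibition above the hit cutoff, then over 50% inhibition at one or more dose response concentrations, cut at about 23% in these data, passing the limit was not always enough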;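 further: plate controls were DMSO full reaction for no effect and no enzyme background for full effect; strong numbers were not always called active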
T cell modulator: T cell immune modulators affecting CD8 T cell-vesicle binding | 330,000 compounds, 0.068% hits | calls only at 7 µM | 2C CD8+ T cell-vesicle binding, flow cytometry; hits give low values;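 active means response, share of CD8 T cells binding vesicles, and their 90th percentile fluorescence all below set limits, cut at about 80% in these data, passing the limit was not always enough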
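material = purified 2C TCR transgenic mouse naive CD8+ T cells | controls = Unloaded micro-vesicles (low), QL9 vesicles with 0.7% DMSO (high) | detection = cytometric PE anti-B7-1 and Alexa647 anti-CD8 signals after 1% paraformaldehyde fixation | incubation = binding step 1.5 h, 37 °C, antibody labelling 20 min, ice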
WT yeast gro inh: growth inhibition of WT yeast, mitochondrial fusion screen; inhibition, % at 10 µM; mitochondrial fusion phenotypic screen, WT strain; 190,000 compounds, 2.1% hits; AID 1362; in the data active means inhibition above about 58%; tested in S. cerevisiae
WT yeast gro inh mutant strain: recorded beside WT yeast gro inh, whose call it bears; inhibition, %; mitochondrial fusion phenotypic screen, mutant strain inhibition
Dynein transport cytoplasmic EGFP: also measured in Dynein transport; calls as there; z-score; measured here: cytoplasmic GR-EGFP intensity; hits give high values
Dynein transport nuclear GR-EGFP: second read-out of Dynein transport, no call of its own (marks repeat the call); z-score; measured here: nuclear GR-EGFP intensity;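 lower value marks the stronger effect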
Dynein transport cell count: also measured in Dynein transport; calls as there; z-score; measured here: cell count per field
b-catenin transl cell count 5 µM: second read-out of b-catenin transl, no call of its own (marks repeat the call); cell count; measured here: cell count, cytotoxicity flag
T cell modulator vesicle-bound %: also measured in T cell modulator; calls as there; double positive events, %; measured here: CD8+ vesicle-bound cell fraction;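 binding gate set so that unloaded-vesicle control wells show 10% double positive cells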
MT stabilizer Hoechst-high %: second read-out of MT stabilizer, no call of its own (marks repeat the call); % Hoechst-high responders; measured here: nuclear condensation Hoechst responders;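 share of cells brighter than vehicle mean plus two SD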
MT stabilizer cytotoxicity %: recorded beside MT stabilizer, whose call it bears; toxicity, %; measured here: cytotoxicity by cell density;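 0% = mean cell density of plate MIN control wells and 100% = no cells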
Autophagy HCS cell loss 18 h: further read-out of Autophagy HCS, marked with its call; toxicity, %; measured here: cell loss, nuclei count;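 cell loss after 18 h compound exposure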
Starred values were filed as active, the others as inactive; i = inactive; nt = not tested or not shown.

SMILES	Dynein transport	Dynein transport cytoplasmic EGFP	Dynein transport nuclear GR-EGFP	Dynein transport cell count	Yfh1-depleted yeast	b-catenin transl	b-catenin transl cell count 5 µM	MT stabilizer	MT stabilizer Hoechst-high %	MT stabilizer cytotoxicity %	P. falciparum M17LAP	Autophagy HCS	Autophagy HCS cell loss 18 h	P. falciparum M1AAP	T cell modulator	T cell modulator vesicle-bound %	WT yeast gro inh	WT yeast gro inh mutant strain
CCn1c(O)c(N=NC2=NC(=O)CS2)c2ccccc21	-0.73	-0.17	-0.5	-0.051	i	-1.4	1401	1.7	1.9	7.6	26%	i	4	16%	i	20	-6	-7
COC(=O)c1cc(OC)c(OC)cc1NC(=O)CC1CCCCC1	0.081	-0.28	0.052	0.56	i	1.2	1037	3.4	2.0	7.3	2%	i	0	-1%	i	47	23	11
NC(=O)CC(NC(=O)Cc1ccc(Br)cc1)c1ccc(N2CCC(Br)CC2)c([N+](=O)[O-])c1 (stereo unspecified)	0.68	-0.72	0.26	-0.058	i	2.0	1309	nt	nt	nt	-5%	nt	nt	3%	i	22	nt	nt
O=C(NCCCn1ccnc1)Nc1ccc(Cl)c(Cl)c1	0.28	-0.3	0.15	-0.29	i	1.9	1322	3.4	4.1	6.9	10%	i	26	3%	i	45	27	18
CC1CC(C)CN(CCCNC(=O)C2CCCN(c3nnc(N4CCCC4=O)s3)C2)C1 (stereo unspecified)	-0.74	-0.14	-0.41	2.8	i	-0.7	1331	3.1	1.8	7.5	11%	i	7	5%	i	59	-9	5
Cc1ccc(N(C(=O)Cc2cccs2)C2C=CS(=O)(=O)C2)cc1Cl (stereo unspecified)	2.1	0.51	1.2	-1.1	i	1.4	1052	5.0	0.6	4.2	-2%	i	-32	-11%	i	23	1	1
COc1ccc(-c2nnc(SCC(=O)NCc3ccco3)n2C)cc1	-0.31	-0.22	0.013	0.81	i	-0.8	1137	1.9	1.2	4.5	3%	i	6	0%	i	54	nt	nt
O=C(NC(C(=O)c1ccccc1)N1CCOCC1)c1cccs1 (stereo unspecified)	-1.4	-0.24	-0.89	1.4	i	-0.6	1019	2.4	1.8	7.2	1%	i	-10	6%	i	37	14	-5
CC1CCCN(c2nc3nonc3nc2N2CCCC(C)C2)C1 (stereo unspecified)	2.7	0.61	5.1	-3.6	i	-7.9	1147	3.7	2.4	7.5	16%	i	-2	7%	i	22	2	-14
CC1CCc2ccccc2N1C(=N)N(C)C (stereo unspecified)	-0.11	-0.33	0.53	-0.25	i	0.5	1459	5.6	2.5	5.8	4%	i	13	8%	i	25	7	6
CCOc1ccc2ccccc2c1C1NC(=S)N(C)C(C)=C1C(=O)OC (stereo unspecified)	1.5	-0.24	0.97	-1.2	i	0.0	1053	2.2	1.3	21	-7%	i	-3	-2%	i	51	33	33
O=C(NCc1cccnc1)c1cc2ccccc2oc1=O	-0.34	-0.27	0.0087	0.81	i	nt	nt	1.6	1.8	5.6	-5%	i	6	10%	i	40	-5	8
COc1ccc(Cl)cc1-n1c(C)cc(C(=O)OCC(=O)N2CC(=O)Nc3ccccc32)c1C	-0.95	-0.29	-0.69	0.93	i	-0.9	997	4.9	3.1	16	22%	i	-17	9%	i	51	22	-7
COc1cc(Cl)c(C)cc1NC(=O)CSc1nnc(-c2ccccn2)n1Cc1ccco1	-0.71	-0.22	-0.25	0.33	i	-1.4	983	2.1	3.0	5.2	5%	i	50	1%	i	18	12	4
Clc1cccc(Cl)c1C1=NOC(c2nnc(-c3ccccc3)o2)C1 (stereo unspecified)	0.7	0.31	0.38	-0.29	i	-1.0	1348	nt	nt	nt	-6%	nt	nt	-3%	i	5	nt	nt
COCCOC(=O)C1=C(C)NC(SCC(=O)NC(C)(C)C)=C(C#N)C1c1ccco1 (stereo unspecified)	0.33	-0.3	0.67	-0.069	i	0.1	1202	3.8	3.6	6.2	8%	i	17	2%	nt	nt	-7	3
CCOc1ccc(C(CC(=O)O)n2cnnn2)cc1OC (stereo unspecified)	-0.68	-0.3	-0.3	0.81	i	-1.4	1120	2.2	1.6	3.2	1%	i	19	1%	i	23	6	-1
CCOC(=O)C1C(=O)NC(N2CCN(c3ccccc3)CC2)=NC1c1ccccc1 (stereo unspecified)	-0.95	-0.012	-0.64	-2.4	i	-2.3	1246	2.7	1.3	6.6	-11%	i	3	5%	i	51	-19	-7
Cn1cc(-c2ccno2)c(C(=O)O)n1	-0.28	-0.037	0.37	-0.78	i	0.7	938	4.6	1.8	8.4	5%	i	-2	0%	i	50	8	6
CCCc1nc(SCC(=O)Nc2ccc(S(=O)(=O)N(C)C)cc2)c2ccccc2n1	0.31	-0.3	-0.027	0.023	i	-1.1	900	5.0	2.2	6.0	4%	i	-6	8%	i	35	1	-37
CCn1c(-c2cc3ccccc3cc2O)n[nH]c1=S	-0.61	-0.39	-0.4	0.35	i	-5.2	1124	1.4	0.8	4.3	-2%	i	-6	1%	i	32	15	11
Cc1onc(-c2c(F)cccc2Cl)c1C(=O)N1CCN(c2ncccn2)CC1	0.25	-0.35	-0.45	-0.64	i	-0.2	1044	2.0	2.4	4.7	4%	i	1	-2%	i	31	-1	-10
Cc1ccccc1NC(=O)/C(C#N)=C/c1ccccc1C(F)(F)F	-0.75	-0.24	-0.58	0.14	i	-2.0	1131	2.3	2.5	6.5	-1%	i	10	3%	i	45	2	38
CCOCc1nnc(NC(=O)c2cc(Cl)ccc2OC)s1	0.65	0.26	0.85	-0.82	i	-4.2	1125	1.7	1.9	11	8%	i	20	2%	i	15	-19	-8
COC(=O)c1ccc(COc2ncnc3c(Cl)cc(Cl)cc23)o1	-1.3	-0.032	-0.39	1	i	1.4	1114	1.4	1.4	12	-1%	i	-6	1%	i	45	13	12

Limited to WT yeast gro inh, MT stabilizer and Dynein transport cell count (2 entries from above):
SMILES,WT yeast gro inh,MT stabilizer,Dynein transport cell count
CCOC(=O)C1C(=O)NC(N2CCN(c3ccccc3)CC2)=NC1c1ccccc1 (stereo unspecified),-19,2.7,-2.4
Cn1cc(-c2ccno2)c(C(=O)O)n1,8,4.6,-0.78

Continuation.
SMILES	Dynein transport	Dynein transport cytoplasmic EGFP	Dynein transport nuclear GR-EGFP	Dynein transport cell count	Yfh1-depleted yeast	b-catenin transl	b-catenin transl cell count 5 µM	MT stabilizer	MT stabilizer Hoechst-high %	MT stabilizer cytotoxicity %	P. falciparum M17LAP	Autophagy HCS	Autophagy HCS cell loss 18 h	P. falciparum M1AAP	T cell modulator	T cell modulator vesicle-bound %	WT yeast gro inh	WT yeast gro inh mutant strain
O=P(O)(CN1CCCCCC1)C1Cc2ccccc2C1	0.25	-0.17	0.13	0.23	i	1.0	1104	nt	nt	nt	5%	nt	nt	-7%	i	18	nt	nt
CC(C)(C)n1nc2c(c1NC(=O)COc1ccc(Cl)cc1)CSC2	-0.25	-0.27	-0.18	0.32	i	-2.4	1198	2.3	2.0	6.0	22%	i	0	12%	i	25	17	11
Cc1cc(S(=O)(=O)N(Cc2ccccn2)Cc2ccco2)ccc1-n1cnnn1	0.097	-0.21	0.49	0.51	i	-6.3	1035	2.2	1.7	8.3	-15%	i	12	-2%	i	20	-12	0
Cc1ccc(N2CC(C(=O)Nc3ccc(S(=O)(=O)N4CCOCC4)cc3)CC2=O)cc1 (stereo unspecified)	-0.53	0.73	0.0034	0.86	i	nt	nt	1.7	2.1	23	4%	i	-3	2%	i	33	2	5
COc1ccc(OC)c(/C=N/NC(=O)CNC(=O)c2ccc(S(=O)(=O)N3CCCC3)cc2)c1	0.37	-0.15	0.3	-0.42	i	-1.8	1060	2.9	1.8	5.8	-19%	i	7	15%	i	50	8	-10
N=C1C(=O)OCC1c1ccccc1NC(=O)CN1CCOCC1 (stereo unspecified)	0.49	-0.27	-0.068	-0.17	i	-3.8	579	4.6	3.5	10	-3%	i	-11	11%	i	11	-16	-2
CCN1C(=O)C2(C(C#N)=C(N)Oc3n[nH]c(-c4ccc(Cl)cc4)c32)c2ccccc21 (stereo unspecified)	0.41	-0.23	0.3	0.084	i	-1.9	1147	0.9	1.0	8.5	14%	i	-3	0%	i	16	14	21
CN(NC(=O)Nc1ccc(Cl)cc1)c1ncc(C(F)(F)F)cc1Cl	0.2	-0.22	-0.098	0.39	i	nt	nt	4.0	2.0	6.1	nt	i	7	nt	i	8	nt	nt
COc1ccccc1/C=C/C=N/n1c(-c2cc(C)[nH]n2)n[nH]c1=S	-1.1	-0.23	-0.97	1.7	i	0.5	900	4.1	2.1	8.2	-10%	i	6	5%	i	53	2	18
CC/C(=N\NC(N)=O)c1ccc(OC)c(OC)c1	-0.92	-0.24	-0.44	1.4	i	1.6	1139	nt	nt	nt	8%	nt	nt	0%	i	59	nt	nt
CN1C(=O)C(c2nnc(Nc3cccc4ccccc34)s2)C2CC1(C)Oc1ccccc12 (stereo unspecified)	0.017	-0.0088	0.2	-0.22	i	0.2	486	2.6	2.0	8.3	17%	i	5	2%	i	51	42	-13
